From PubChem BioAssay
TRHR PAM: qHTS for Small Molecule Agonists and Allosteric Enhancers of Human TRH Receptor: Primary Screen for Enhancers; Thyrotropin-releasing hormone receptor (Homo sapiens), P34981; TRHR cells, fluo-8 calcium fluorescence, EC20 TRH enhancement; enhancement, % at 2 µM; 360,000 tested, 0.66% active; AID 493056, 2011; in the data active = enhancement above about 30%; also: 0% is about no effect
Target sequence (P34981 whole entry, looked up): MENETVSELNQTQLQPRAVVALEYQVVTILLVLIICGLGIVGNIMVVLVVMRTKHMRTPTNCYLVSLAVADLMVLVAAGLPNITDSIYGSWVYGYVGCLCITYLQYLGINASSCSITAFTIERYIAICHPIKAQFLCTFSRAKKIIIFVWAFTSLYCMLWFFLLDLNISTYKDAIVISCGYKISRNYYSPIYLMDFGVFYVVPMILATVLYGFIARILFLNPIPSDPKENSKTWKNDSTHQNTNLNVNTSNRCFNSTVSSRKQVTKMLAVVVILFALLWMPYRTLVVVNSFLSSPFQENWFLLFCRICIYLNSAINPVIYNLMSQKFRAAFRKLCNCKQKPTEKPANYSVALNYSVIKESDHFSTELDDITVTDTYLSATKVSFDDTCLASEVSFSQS
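TRHR-expressing cells loaded with fluo-8 calcium dye were read kinetically (ex 480/em 530) during compound addition, then stimulated with an EC20 of TRH (10 nM final). Enhancement of the Gq-mediated intracellular calcium response was scored.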
USP1-UAF1 inh: Inhibitors of USP1/UAF1: Primary Screen | 390,000 tested, 0.23% active | Ubiquitin carboxyl-terminal hydrolase 1 (Homo sapiens), O94782 | recombinant USP1/UAF1, Ub-Rhodamine cleavage fluorescence | Potency, µM (highest dose often 57.1 µM), for inactives: at the top dose activity change, negative = inhibition, most hits filed as inhibitors; also: potency is read from the fitted curve at half-maximal effect; % is scaled to controls: 0 for no effect and ±100 for the full control effect; nearly all actives have a fitted effect of over 60% in size; inactives centre near -12
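High-throughput fluorogenic screen: 1nM USP1/UAF1 complex, Ub-Rho substrate 150nM final, 50mM HEPES pH 7.8 with 0.5mM EDTA, 0.1 mg/ml BSA, 1mM TCEP and 0.01% Tween-20.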
PI4K2A block: qHTS for small molecular inhibitors of PI4K2A; purified PI4K2A, ADP-Glo luminescence, 1 h; hits give low values; AID 1346378, 2018; activity change, negative = inhibition, % at 76.9 µM; 420,000 tested, 0.13% active; in the data active = activity change below about -50%; inconclusive = mostly about -30% to -49%;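 also: -100% = wells without enzyme as full effect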
Target sequence (Q9BTU6 whole entry, looked up): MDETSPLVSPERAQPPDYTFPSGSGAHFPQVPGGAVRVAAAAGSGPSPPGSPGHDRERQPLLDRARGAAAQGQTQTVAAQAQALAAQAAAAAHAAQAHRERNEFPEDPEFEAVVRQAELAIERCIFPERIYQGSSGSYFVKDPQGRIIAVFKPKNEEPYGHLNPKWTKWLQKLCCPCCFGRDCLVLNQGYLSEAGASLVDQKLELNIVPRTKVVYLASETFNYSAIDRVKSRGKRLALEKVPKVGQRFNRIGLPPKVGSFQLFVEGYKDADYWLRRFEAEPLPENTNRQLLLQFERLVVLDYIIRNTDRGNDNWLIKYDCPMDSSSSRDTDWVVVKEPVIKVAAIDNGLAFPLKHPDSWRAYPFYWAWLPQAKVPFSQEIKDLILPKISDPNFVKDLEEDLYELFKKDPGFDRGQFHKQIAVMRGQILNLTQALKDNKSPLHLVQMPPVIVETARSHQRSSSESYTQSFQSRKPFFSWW
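In this quantitative HTS, ADP production by PI4K2A was quantified luminescently after 1 h at ambient temperature; 100 microM adenosine served as plate-quality control.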
TrxR1 inh: qHTS Assay for Inhibitors of Mammalian Selenoprotein Thioredoxin Reductase 1 (TrxR1): qHTS; recombinant rTrxR1, NADPH fluorescence consumption, selenite substrate; 390,000 tested, 1% active; Potency, µM (doses to about 114 µM), for inactives: top-dose activity change, negative = inhibition, hits mostly inhibitors; Thioredoxin reductase 1, cytoplasmic (Rattus norvegicus), O89049; AID 588453, 2011; also: potency is read from the fitted curve at half-maximal effect; % is scaled to controls: 0 for no effect and ±100 for the full control effect; nearly all actives have a fitted effect of over 65% in size
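Rat TrxR1 (90 nM in the dispensed reagent) was pre-reduced with 400 uM NADPH for 5 min at room temperature, then incubated with compound for 15 min. After 400 uM selenite was added, NADPH fluorescence (Ex 340/Em 450 nm) was followed for 8 min.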
TrxR1 substrate: qHTS Assay for Substrates of Mammalian Selenoprotein Thioredoxin Reductase 1 (TrxR1): qHTS; Thioredoxin reductase 1, cytoplasmic (Rattus norvegicus), O89049; purified TrxR1 substrate turnover, NADPH consumption readout; Potency, µM (doses to about 114 µM), for inactives: at the highest dose activity change, negative = substrate turnover; 390,000 tested, 0.01% active; AID 588456, 2011; also: potency is read from the fitted curve at half-maximal effect; % is scaled to controls: 0 for no effect and ±100 for the full control effect; nearly all actives have a fitted effect of over 50% in size
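Rat TrxR1, dispensed at 90 nM, was prereduced with 400 uM NADPH (final) for 5 min at ~22 deg C, then incubated with compound 15 min before 400 uM selenite. A first-read NADPH fluorescence drop versus no-compound background flagged substrates.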
D2 antag: HTS Assay for Allosteric Antagonists of the Human D2 Dopamine Receptor: Primary Screen for Antagonists; HEK293 TREx D2 cells, calcium flux, dopamine EC80; inhibition, % at 10 µM; 340,000 tested, 2% active; AID 485344, 2010; in the data active = inhibition above about 30%; also: 0% is about no effect
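Cells plated overnight at 30 C with tetracycline; no-wash calcium dye, 30–90 min RT; 10 s baseline; compound pinned; 180 s read; EC80 dopamine added; another 180 s read.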
D2 ag: HTS Assay for Allosteric Agonists of the Human D2 Dopamine Receptor: Primary Screen for Agonists. D(2) dopamine receptor (Homo sapiens), P14416. HEK293 T-REx D2 cells, calcium flux agonist mode. activation, % at 2 µM. 340,000 tested, 0.53% active. AID 485358, 2010;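 active = activation over 3 SD above normal in the single-dose calcium agonist read, cut at about 30% in these data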; also: 0% is about no effect
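Agonism scored from kinetic calcium signal (1 read/sec, 180 s) following compound pin transfer, after a 10 s baseline. Cells: HEK293 Trex line expressing inducible D2 receptor coupled to calcium, dye-loaded after overnight culture at 30 C.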
IDH1 R132H inh: qHTS for Inhibitors of mutant isocitrate dehydrogenase 1 (IDH1): qHTS; IDH1-R132H enzyme, NADPH consumption, diaphorase/resazurin fluorescence; 390,000 tested, 0.093% active; Potency, µM (doses to about 76.6 µM), for the others: at the highest dose activity change, negative = inhibition, actives largely listed as inhibitors; Isocitrate dehydrogenase [NADP] cytoplasmic (Homo sapiens), O75874; also: potency is read from the fitted curve at half-maximal effect; % is scaled to controls: 0 for no effect and ±100 for the full control effect; nearly all actives have a fitted effect of over 65% in size
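IDH1-R132H (0.5 ug/mL dispensed) in pH 7.5 Tris buffer was preincubated 30 min with compound, then given a substrate mix of 0.016 mM NADPH and 2 mM alpha-KG for 80 min at room temperature; remaining NADPH was read by diaphorase/resazurin fluorescence.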
TRHR ag: qHTS for Small Molecule Agonists and Allosteric Enhancers of Human TRH Receptor: Primary Screen for Agonists; Thyrotropin-releasing hormone receptor (Homo sapiens), P34981; TRHR cells, calcium flux fluo-8, FDSS agonist mode; activation, % at 2 µM; 360,000 tested, 0.18% active; AID 493084, 2011; in the data active = activation above about 30%; also: 0% is about no effect
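Fluo-8-loaded TRHR cells; 10 s baseline, compound added, kinetic Ca2+ fluorescence read 1/s, agonist mode.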
Active calls of the source: *; ? = inconclusive; · = no result given; & = joins results of further samples; [ ] = dose if it differs, or a comment. Unless noted, calls follow the shape of the dose curve; as a rule, active = well fitted inhibition curve with a large enough effect; inconclusive = small, poorly fitted or top-dose-only effect; inactive = no such curve, though single readings can be large or run the other way. The order is random; 3.9% or so of the library scored in one or more.

No. | compound | TRHR PAM | USP1-UAF1 inh | PI4K2A block | TrxR1 inh | TrxR1 substrate | D2 antag | D2 ag | IDH1 R132H inh | TRHR ag
1 | CC(C(=O)O)c1ccc2c(c1)[nH]c1ccc(Cl)cc12 (stereo unspecified) | -1 | -24% | -4&-27 | 4% | -2% | 3 | -0.5 | -2% | 0.6
2 | COc1ccc(CCN2C(=O)CC(Cc3ccc(Br)cc3)C2=O)cc1OC (stereo unspecified) | -2 | -17% | 3 | -11% | -10% | 5 | 1.3 | 3% | -0.2
3 | CCOc1ccc(-c2nonc2NC(=O)c2oc3ccc(C)cc3c2C)cc1OCC | 7 | -1% | 0 | 30% | 7% | · | · | -4% | 0.0
4 | COc1ccc(CCNC(=O)c2ccc(Cn3c(=O)c4ccccc4n(Cc4cc(C)ccc4C)c3=O)cc2)cc1OC | 2 | -29% | -9 | 13% | 4% | · | 0.0 | 0% | 0.1
5 | N#Cc1ccccc1CN1C(=O)S/C(=C/c2cccn2-c2cccc(C(=O)O)c2)C1=O | 17 | -3% | -5 | 4%[57.1 µM] | 4%[57.1 µM] | 4 | -0.1 | -2% | -0.2
6 | CCc1ccc(NC(=O)c2sccc2-n2cccc2)cc1 | 3 | -14% | -2 | -21% | -16% | 0 | 0.8 | 3% | 1.3
7 | CCc1ccc(-n2c(=O)c3c(C)c(C(=O)N(C)C)sc3n(CC(=O)NCC3CCCO3)c2=O)cc1 (stereo unspecified) | 11 | -10% | 7 | 15%[57.1 µM] | 3%[57.1 µM] | -8 | -1.1 | 9% | -0.2
8 | COc1ccc(CCNC(=O)CN(C)S(=O)(=O)c2cccs2)cc1 | 2 | 0% | 0 | -7% | -8% | 32* | 0.2 | -2% | 1.8
9 | CCn1cc(C(=O)NCCOC)c(=O)c2ccc(C)nc21 | -1 | 0% | -3 | 2% | -3% | 1 | -0.7 | 5% | -0.7
10 | CCOc1ccccc1NC(=O)Cn1c(=O)n(CCC(C)C)c(=O)c2cccnc21 | -2 | -14% | -4 | 0% | -2% | · | -0.1 | -15% | -0.2
11 | Cc1cc(C)nc(NC(N)=NCCc2c[nH]c3ccccc23)n1 | 9 | -11% | -4 | 4% | 0% | -1 | -0.2 | 9% | 0.4
12 | CCOc1ccc(CCNS(=O)(=O)c2c(C)n[nH]c2C)cc1OCC | -4 | -13% | -5 | 15%[57.1 µM] | 6% | · | · | 2% | 0.6
13 | CCCN(CCC)C(=O)CSc1nc2n[nH]c(C)c2c(=N)n1-c1ccc(OC)cc1 | -2 | -6% | -4 | -18% | -13% | -2 | 0.1 | 2% | -1.3
14 | COc1ccccc1NC(=O)c1ccc(-c2nc(COc3ccc(C)cc3)c(C)o2)cc1 | -1 | -25% | 0 | 25% | 5% | · | 1.8 | 15% | 0.7
15 | Cc1ccc(C(=O)NNC(=O)c2cccc3ccccc23)cc1 | · | -9% | 0 | 17% | 8% | · | · | -7% | ·
16 | COc1cc(C(=O)n2nc(C)cc2C)ccc1O | 38* | -21% | 2 | 4% | -4% | -3 | -1.2 | 0% | 0.4
17 | Cc1ccccc1-n1c(C)cc(/C=N/NC(=O)c2ccncc2)c1C | -4 | 2% | 1 | -12% | -3% | 22 | 0.1 | -1% | -1.3
18 | CCN1CCCc2cc(CN(CCN3CCOCC3)C(=S)Nc3ccc(OC)cc3)ccc21 | -2 | -10% | -4 | 23% | 4% | 12 | -0.6 | -5% | 0.2
19 | COc1ccc(C(=O)N2CCN(C(=O)C3COc4ccccc4O3)CC2)cc1 (stereo unspecified) | -1 | -20% | 3 | 20% | 5% | -4 | 0.0 | -5% | -0.5
20 | Cc1nc(NC(=O)CN(C)S(=O)(=O)c2ccc(Br)cc2)sc1C | 0 | -15% | -2 | 13% | -5% | -20 | -1.0 | 7% | -0.4
21 | N#Cc1ccccc1NC(=O)C(=O)NCC(c1cccnc1)N1CCc2ccccc2C1 (stereo unspecified) | 5 | -10% | 0 | -5% | -5% | · | -0.8 | 12% | 0.1
22 | Cc1cccc(NC(=O)Cn2c(O)c(N=NC(=O)c3ccccc3O)c3ccccc32)c1 | 0 | -15% | -7 | 10%[57.1 µM] | 13%[57.1 µM] | -6 | 0.3 | -3% | -0.2
23 | Cc1noc(C)c1S(=O)(=O)Nc1ccc(C(=O)N2CCCCC2)cc1 | 2 | -1% | 0 | 27% | 8% | -16 | 0.2 | -5% | -0.4
24 | NC1=NC(=O)/C(=C\c2ccc(O)c([N+](=O)[O-])c2)S1 | -4 | -12% | -3 | -13% | -15% | 3 | 1.8 | 0% | -0.3
25 | O=C(CSc1ccccc1)Nc1nnc(COc2ccc(Cl)cc2)s1 | -1 | -6% | -5 | -15%[57.1 µM] | 2%[57.1 µM] | 9 | 1.8 | -10% | 0.9

Record cards, from the list above:
Shown for `Cc1ccccc1-n1c(C)cc(/C=N/NC(=O)c2ccncc2)c1C` → TRHR PAM: -4; USP1-UAF1 inh: 2%; PI4K2A block: 1; TrxR1 inh: -12%; TrxR1 substrate: -3%; D2 antag: 22; D2 ag: 0.1; IDH1 R132H inh: -1%; TRHR ag: -1.3
Shown for `Cc1cc(C)nc(NC(N)=NCCc2c[nH]c3ccccc23)n1` → TRHR PAM: 9; USP1-UAF1 inh: -11%; PI4K2A block: -4; TrxR1 inh: 4%; TrxR1 substrate: 0%; D2 antag: -1; D2 ag: -0.2; IDH1 R132H inh: 9%; TRHR ag: 0.4

Next section:
No. | compound | TRHR PAM | USP1-UAF1 inh | PI4K2A block | TrxR1 inh | TrxR1 substrate | D2 antag | D2 ag | IDH1 R132H inh | TRHR ag
26 | COc1ccc(S(=O)(=O)N2CCOCC2)cc1NC(=O)CCNC(=O)c1ccc(Cl)cc1 | 1 | -3% | -3 | -3% | -3% | 3 | 0.9 | -12% | 0.4
27 | Cc1ccc(OCC(=O)Nc2ccc(F)cc2)cc1 | -3 | -12% | 0 | 10% | 6% | 4 | -0.4 | 3% | -0.6
28 | Cc1cccc(N(C)C(=O)C(Cc2ccccc2)NS(=O)(=O)c2cccc3nsnc23)c1 (stereo unspecified) | -8 | -12% | 4 | 20% | -1% | · | 1.4 | 4% | -0.2
29 | COc1ccc(OC)c(S(=O)(=O)Nc2ccc3c(c2)N(C(C)=O)CCC3)c1 | 4 | -16% | 5 | 8% | -3% | -20 | -0.2 | 9% | 0.0
30 | Cc1ccc(S(=O)(=O)N(CC(=O)N(C(C)C)C(C)C)C(=O)N2CCN(C)CC2)cc1 | 1 | -22% | 4 | 21% | 3% | -6 | 0.3 | 3% | 0.4
31 | Cc1cc(C)cc(NC(=O)CNS(=O)(=O)c2ccc3nc(C)sc3c2)c1 | -4 | -20% | -5 | 2% | 1% | · | 0.1 | · | -0.8
32 | CCN1CC(O)=C(c2nc3ccccc3s2)C1=N | 2 | -8% | -11 | 5%[57.1 µM] | 0%[57.1 µM] | 5 | 1.7 | -3% | -0.2
33 | Cc1ccccc1NS(=O)(=O)c1ccc(F)cc1 | 2 | -11% | 2 | -1% | -5% | -6 | 0.0 | 13% | -2.3
34 | O=C(NCCN1CCOCC1)c1cccc(S(=O)(=O)N2CCCCC2)c1 | · | 2% | 2 | -10% | -15% | · | · | -5% | ·
35 | CNC(=O)N(O)C1N(/N=C/c2ccccc2F)C(=S)SC1(C)C (stereo unspecified) | -5 | -11% | -6 | 14% | -3% | 8 | 2.0 | 10% | 0.0
36 | COc1c(C)cc(C(=O)C2CCCN(C(=O)c3cc4nc(C)cc(C)n4n3)C2)cc1C (stereo unspecified) | 10 | ? | 1 | 19% | 10% | 7 | 0.6 | 6% | -0.3
37 | Cc1cc(C)cc(NC(=O)c2cccc(NC3=NC4CS(=O)(=O)CC4S3)c2)c1 (stereo unspecified) | 0 | -12% | -2 | -2%[57.1 µM] | 1%[57.1 µM] | 34* | -0.2 | -9% | -0.2
38 | O=C1/C(=C/C=C/c2ccco2)SC(=S)N1c1ccc(O)cc1 | 15 | -16% | -19 | 35µM* | -4% | -18 | 0.6 | 0% | 1.4
39 | CCN(CC(=O)NC(C)C)C(=O)C(CCSC)NC(=O)c1cccc(C)c1 (stereo unspecified) | -3 | -15% | -7 | 18% | 3% | 0 | 0.4 | 8% | 0.2
40 | CCn1cc(CNC(=O)/C=C/c2ccc([N+](=O)[O-])cc2)c(C)n1 | · | 1% | 7 | -5% | -13% | · | · | -1% | ·
41 | CCC(c1nnc(SCC(=O)NC23CC4CC(CC(C4)C2)C3)o1)N(C)C (stereo unspecified) | 2 | 0% | -3 | 1% | 0% | -3 | 0.1 | 4% | 0.2
42 | COc1cccc(CN(C)C(=O)c2cccc(OC3CCN(C4CCCC4)CC3)c2)c1 | -1 | -3% | -3 | -14% | -6% | 5 | -1.0 | 0% | 0.5
43 | O=C(CSc1nc2scc(-c3cccs3)c2c(=O)n1CCc1ccccc1)N1CCCC1 | · | -25% | 4 | 6% | -2% | · | · | -6% | ·
44 | Cc1ccc(S(=O)(=O)N2CCCN(C(C)c3nc4ccccc4c(=O)[nH]3)CC2)cc1 (stereo unspecified) | 5 | -22% | -1 | 22% | 4% | -41 | 0.2 | 2% | -0.2
